# Bioassay records (PubChem)
# Rpn11 block = Rpn11 (human) deubiquitinase inhibition; O00487; human 26S proteasome, Ub4-pepOG fluorescence polarization; 20S core pre-blocked with epoxomicin; calls only at 20 µM; 360,000 tested, 0.59% active;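 active = inhibition at 20 µM, scaled to each plate's controls, above about 33%, limit read from the data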
# Rin1-Abl PPI inh = inhibitors of human Rin1-Abl protein interaction; inhibition, % at 7.35 µM; 360,000 tested, 0.4% active; P00519+Q13671; TR-FRET Rin1/Abl binding, biochemical; in the data active = inhibition above about 5%, passing the limit was not always enough
# MT1-MMP act inh = blocks activation of human MT1-MMP; P50281; 360,000 tested, 0.061% active; HT1080 RFP-PRO-GFP cells, GFP/RFP ratio fluorescence, overnight; percent of plate control window, DMSO zero; GFP/RFP ratio change, % at 20 µM;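 active = GFP/RFP ratio change of at least 30% with cell ATP level not reduced by more than half and red fluorescence within 50% of control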; also: strong numbers were not always called active
#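 system = RFP-PRO-GFP reporter HT1080 cells | dosing = 20 µM single dose, 1% DMSO | timing = overnight cell settling, then overnight compound exposure, 37 °C, 5% CO2 | read-out basis = GFP/RFP fluorescence ratio | controls = DMSO and RFP-L50D-GFP cell wells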
# bovine MsrA act = bovine methionine sulfoxide reductase A activation; purified bovine MsrA, absorbance read-out; activation, % at 10.6 µM; 360,000 tested, 0.3% active; in the data active = activation above about 7.5%;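 also: 0% = vehicle and 100% = reference activator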
# FAS TE block = blocks the thioesterase domain of human fatty acid synthase. AID 602261. inhibition, % at 15 µM. P49327. recombinant FAS-TE, OMFH fluorogenic substrate, fluorescence endpoint. 360,000 tested, 0.67% active;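 active = compounds whose normalised, plate-corrected inhibition of enzyme fluorescence in the single-dose primary screen is 50% or more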;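 also: 0% = DMSO with enzyme and 100% = substrate without enzyme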
# MLLE-PAM2 inh = inhibitors of microRNA-mediated deadenylation, human PABP1 MLLE binding; 360,000 tested, 0.36% active; GST-MLLE / FITC-PAM2 fluorescence polarization; inhibition, % at 20 µM; P11940; in the data active = inhibition above about 35%, passing the limit was not always enough;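 also: plate controls were DMSO wells with GST-MLLE for no effect and wells lacking GST-MLLE protein for full effect; some results filed as inactive read as strong as hits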
# Target sequence (P11940 whole entry, looked up): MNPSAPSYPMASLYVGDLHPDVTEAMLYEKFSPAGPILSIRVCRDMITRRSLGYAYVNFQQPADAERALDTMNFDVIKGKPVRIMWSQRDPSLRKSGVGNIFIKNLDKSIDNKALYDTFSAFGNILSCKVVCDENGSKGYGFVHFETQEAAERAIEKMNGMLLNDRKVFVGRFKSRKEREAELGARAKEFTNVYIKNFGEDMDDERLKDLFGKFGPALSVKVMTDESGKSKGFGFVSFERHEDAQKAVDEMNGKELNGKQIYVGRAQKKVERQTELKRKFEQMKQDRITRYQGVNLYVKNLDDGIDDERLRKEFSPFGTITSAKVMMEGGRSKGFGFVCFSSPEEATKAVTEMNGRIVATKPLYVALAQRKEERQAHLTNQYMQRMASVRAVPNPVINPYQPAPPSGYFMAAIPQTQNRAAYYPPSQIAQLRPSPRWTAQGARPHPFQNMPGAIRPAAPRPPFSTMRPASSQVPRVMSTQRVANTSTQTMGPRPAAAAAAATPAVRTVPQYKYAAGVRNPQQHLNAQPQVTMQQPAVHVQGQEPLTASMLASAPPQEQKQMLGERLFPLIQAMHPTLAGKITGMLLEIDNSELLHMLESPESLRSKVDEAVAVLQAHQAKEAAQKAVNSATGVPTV
# eLon inh = inhibitors of E. coli Lon protease. purified E. coli Lon protease, fluorescence polarization. inhibition, % at 7.94 µM. P0A9M0. 360,000 tested, 0.42% active; in the data active = inhibition above about 13%, passing the limit was not always enough;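 also: 0% = enzyme with probe and DMSO and 100% = no enzyme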
# MsrA inhibitor = bovine MsrA inhibition | purified bovine MsrA, absorbance read-out | inhibition, % at 15.5 µM | 360,000 tested, 0.75% active | AID 651718; in the data active = inhibition above about 4.5%;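 also: 0% = vehicle wells with enzyme and 100% = reference inhibitor wells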
# CSN deneddyl inh = CSN deneddylation inhibition; Purified CSN, SCF-Nedd8-OG deneddylation, fluorescence polarization; AID 651999; Q92905; inhibition, % at 12.5 µM; 360,000 tested, 0.38% active;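 active = pattern-corrected inhibition above about 35%, with an unprinted fluorescence ratio check between 0.5 and 1.5, limit read from the data, passing the limit was not always enough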;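 also: 0% = enzyme with substrate and 100% = substrate without enzyme; some results filed as inactive read as strong as hits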
# Target sequence (Q92905 whole entry, looked up, one chain of several): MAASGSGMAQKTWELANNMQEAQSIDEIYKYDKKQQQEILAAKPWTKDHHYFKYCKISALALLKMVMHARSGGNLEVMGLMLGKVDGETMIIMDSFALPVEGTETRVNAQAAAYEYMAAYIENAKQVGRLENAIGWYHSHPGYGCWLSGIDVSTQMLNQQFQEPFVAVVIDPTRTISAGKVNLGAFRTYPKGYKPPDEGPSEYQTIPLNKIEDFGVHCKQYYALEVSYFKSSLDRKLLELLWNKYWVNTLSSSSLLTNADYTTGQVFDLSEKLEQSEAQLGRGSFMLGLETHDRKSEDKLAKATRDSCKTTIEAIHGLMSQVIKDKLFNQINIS
#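 Material: purified human Csn5 enzyme expressed in HEK293T cells / Medium: Tris buffer pH 7.5, NaCl, DTT, Tween-20, trehalose, ovalbumin / Compound dosing: 12.5 µM single point / Schedule: 90 min incubation of compound, enzyme and substrate at room temperature / Signal: fluorescence polarization of the substrate / Control set: no-enzyme wells high, enzyme-with-substrate wells low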
# * = called active by the depositor; i = inactive; + = active, no number.
1. Cc1nc(SCC(=O)NCC2CCCO2)[nH]c(=O)c1C (configuration not stated)
2. CCCCN(CCCC)Cc1ccc(C(=O)NNC(=O)Nc2ccc(F)cc2)o1
3. CCc1ccc(C2C(C(C)=O)=C(C(=O)OC)Nc3nnnn32)cc1 (configuration not stated)
4. CCN(CC(=O)NCc1cccs1)C(=O)c1ccc(-c2ccc(F)cc2)o1
5. Cn1c(CCN2CCCCC2)nc2cc(NC(=O)COc3ccccc3)ccc21
6. CCOC(OCC)P(=O)(c1ccccc1)c1ccccc1
7. CCCSCCCNC(=O)Cn1cc2c(n1)CCCCC2
8. COc1cc(C)c(N)cc1C(C)C

screen / no.,1,2,3,4,5,6,7,8
Rpn11 block,i,i,i,i,i,i,i,i
Rin1-Abl PPI inh,-2,-2,3,5,-6,2,-6,5
MT1-MMP act inh,1,1,-9,-6,2,2,3,1
bovine MsrA act,-13,-3,-14,0,-2,-1,-1,-2
FAS TE block,-11,-3,-10,2,-5,-3,1,-6
MLLE-PAM2 inh,6,4,-12,-1,6,-3,6,13
eLon inh,7,2,-1,-1,1,-2,-2,-13
MsrA inhibitor,0.7,-0.8,1.0,0.5,-0.1,0.4,0.3,1.8
CSN deneddyl inh,3,0,-2,-7,-4,-2,-3,5

# Along the list, as entered above.
# CSN deneddyl inh for entries 3–6, in order: -2, -7, -4, -2

# Further records follow:
9. O=C(Cn1ncn2c(cc3ccccc32)c1=O)NCc1ccco1
10. COc1ccccc1CN1CCN(Cc2ccc3ccccc3c2)CC1
11. Cc1ccc(NC(=S)NC(NC(=O)N(C)C)C(Cl)(Cl)Cl)cc1 (configuration not stated)
12. O=C(COC(=O)c1ccc(F)cc1Cl)NCc1ccco1
13. COc1ccc(F)cc1S(=O)(=O)n1cc(C)nc1-c1ccccc1
14. O=C1NC[C@H](Cc2ccccc2)N(CC2CCN(CCc3ccc(-c4ccccc4)cc3)CC2)C1=O
15. CN(C)C(=O)c1nc(C#N)c(N(C)C)o1
16. COc1ccc(OC)c(NC(=O)Nc2nc(C(N)CCc3ccccc3)cs2)c1 (configuration not stated)

screen / no.,9,10,11,12,13,14,15,16
Rpn11 block,i,i,i,i,i,i,i,i
Rin1-Abl PPI inh,1,2,0,3,1,-4,0,-1
MT1-MMP act inh,-2,0,3,0,1,5,0,-6
bovine MsrA act,-1,-2,-6,-6,-2,-1,-5,2
FAS TE block,-4,-2,-6,-2,-4,-6,-7,-8
MLLE-PAM2 inh,14,8,9,3,12,13,8,-4
eLon inh,5,-5,1,1,-11,6,1,2
MsrA inhibitor,0.2,-0.4,0.4,0.5,0.9,1.1,1.7,-0.1
CSN deneddyl inh,10,2,9,7,0,-5,-1,0

17. COc1ccc(CN(C)C(=O)c2cccc(NS(=O)(=O)c3ccccc3)c2)cc1F
18. CC(=O)n1cc([C@@H]2C=C(C(=O)NCc3ccccc3)O[C@H](OCCCCO)C2)c2ccccc21
19. CCOc1ccc(NC(=O)c2cccc(S(=O)(=O)Nc3c(C)n(C)n(-c4ccccc4)c3=O)c2)cc1
20. COc1ccc(C2=NOC3(CC(=O)N(c4ccc(C)cc4)C3=O)C2)cc1 (configuration not stated)
21. CCOC(=O)/C(C#N)=C1/C=C(C)c2ccccc2N1
22. O=C(NCc1ccc2[nH]c3c(c2c1)CCCC3)c1ccc(S(=O)(=O)N2CCOCC2)cc1
23. CCCCNC(=O)c1onc(CSc2ccccc2CC)c1C(=O)O
24. Cc1ccc(NC(=O)CCSCCc2ccccn2)cc1

screen / no.,17,18,19,20,21,22,23,24
Rpn11 block,i,i,i,i,i,i,i,i
Rin1-Abl PPI inh,1,0,0,0,-4,1,-1,-1
MT1-MMP act inh,-3,2,2,3,-1,-1,-3,6
bovine MsrA act,-7,-2,0,-4,-9,-8,-2,-7
FAS TE block,3,1,-2,-2,8,5,-11,-3
MLLE-PAM2 inh,7,-14,4,-7,6,-4,1,4
eLon inh,8,2,2,-6,4,2,-4,-10
MsrA inhibitor,-0.8,0.1,-0.5,-0.9,3.1,0.4,-0.4,-0.6
CSN deneddyl inh,3,2,-1,-4,5,-3,-5,-1

# Just CSN deneddyl inh, MLLE-PAM2 inh and Rpn11 block, for some of the entries so far:
item | smiles | CSN deneddyl inh | MLLE-PAM2 inh | Rpn11 block
22 | O=C(NCc1ccc2[nH]c3c(c2c1)CCCC3)c1ccc(S(=O)(=O)N2CCOCC2)cc1 | -3 | -4 | i
23 | CCCCNC(=O)c1onc(CSc2ccccc2CC)c1C(=O)O | -5 | 1 | i

# Additional entries follow:
25. O=C(NNC(=S)NC(=O)c1ccccc1)c1ccc(O)cc1
26. CCCCn1c(=O)cc(O)c2ccccc21
27. CC1CCN(C(=O)CN2C(=O)COc3ccc(Cl)cc32)CC1
28. Cc1ccnc(NC(c2ccccn2)c2c(C)[nH]c3ccccc23)c1 (configuration not stated)
29. COc1cccc(OC)c1Oc1ccc(C(F)(F)F)cn1
30. O=c1c2ccccc2c2ccccc2c(=O)n1Cc1ccco1
31. Cc1ccc(N(CC(=O)NC2CCC(C)CC2)S(=O)(=O)c2cccnc2)cc1 (configuration not stated)
32. COc1cccc(C2N(c3cccc(Cl)c3)C(=O)C3CCCN32)c1OC (configuration not stated)

screen / no.,25,26,27,28,29,30,31,32
Rpn11 block,i,i,i,i,i,i,i,i
Rin1-Abl PPI inh,0,2,0,3,-2,1,-2,-1
MT1-MMP act inh,3,0,0,-3,-1,1,2,0
bovine MsrA act,2,3,-2,0,-4,-5,0,1
FAS TE block,-5,-6,0,-2,-2,9,4,-2
MLLE-PAM2 inh,0,14,12,22,-18,9,-12,17
eLon inh,9,3,1,-6,5,-3,0,9
MsrA inhibitor,1.7,1.9,-0.7,-1.0,-0.8,0.4,0.7,0.5
CSN deneddyl inh,-3,3,-4,-6,-4,0,-1,0

33. Cn1nnnc1SCC(=O)N1CCCc2ccccc21
34. Cn1c(SCC(=O)NCC2CCCO2)ncc(C(=O)Nc2ccc(F)cc2)c1=O (configuration not stated)
35. CC(C)c1nnc(NC(=O)CSc2ccccc2)s1
36. O=C1CNC(=O)/C(=C/c2cccs2)N1
37. CC(=O)NC(C)(c1ccccc1)c1nc(-c2cccc(F)c2)cs1 (configuration not stated)
38. O=C(c1ccc(Br)cc1)N1CCN(c2ccccn2)CC1
39. Cc1ccnc(NC(=O)C(C)n2cc([N+](=O)[O-])cn2)c1 (configuration not stated)
40. Cc1onc(-c2ccccc2Cl)c1C(=O)NCc1ccccc1

screen / no.,33,34,35,36,37,38,39,40
Rpn11 block,i,i,i,i,i,i,i,i
Rin1-Abl PPI inh,1,1,1,2,-4,-5,-1,10
MT1-MMP act inh,15,-3,2,1,4,1,-10,-3
bovine MsrA act,0,-4,-3,-5,-3,-2,-7,-3
FAS TE block,-4,0,-5,-6,2,-5,1,-3
MLLE-PAM2 inh,6,31,14,0,-4,21,13,13
eLon inh,-7,1,8,-4,-6,3,-5,-9
MsrA inhibitor,0.7,1.6,-0.5,2.9,-0.9,-0.6,-0.3,-0.7
CSN deneddyl inh,0,2,6,-6,3,5,-8,4

# Whole records, quoted from the list. Order of values: Rpn11 block	Rin1-Abl PPI inh	MT1-MMP act inh	bovine MsrA act	FAS TE block	MLLE-PAM2 inh	eLon inh	MsrA inhibitor	CSN deneddyl inh
# Profile of `Cn1nnnc1SCC(=O)N1CCCc2ccccc21` → i	1	15	0	-4	6	-7	0.7	0
# Profile of `CCOC(=O)/C(C#N)=C1/C=C(C)c2ccccc2N1` → i	-4	-1	-9	8	6	4	3.1	5
# Profile of `CC(=O)NC(C)(c1ccccc1)c1nc(-c2cccc(F)c2)cs1` (configuration not stated) → i	-4	4	-3	2	-4	-6	-0.9	3

# The listing continues.
41. O=C(Nc1nc(-c2ccc(Oc3ccccc3)cc2)cs1)C1=COCCO1
42. Cc1c(NS(C)(=O)=O)c(=O)n(-c2ccccc2)n1C
43. CCNC(=O)C1(C)CCCN(C(=O)c2sc(-c3ccccc3)nc2C)C1 (configuration not stated)
44. NCCCCc1cn(CC(=O)N2CCNCC2)nn1
45. OC[C@@H]1CN(Cc2cccs2)C[C@H](n2cnc3c(Nc4ccccc4)ncnc32)O1
46. COc1ccccc1NC1=C(Cl)C(=O)OC1OC(=O)c1ccco1 (configuration not stated)
47. COc1cc2c(cc1OC)C(C)N(C(=O)Cc1ccc(C(F)(F)F)cc1)CC2 (configuration not stated)
48. Cc1ccccc1-n1c(-c2csc3ccccc23)n[nH]c1=S

screen / no.,41,42,43,44,45,46,47,48
Rpn11 block,i,i,i,i,i,i,i,i
Rin1-Abl PPI inh,-4,1,1,2,-2,2,3,-5
MT1-MMP act inh,-2,0,4,1,1,-1,-3,-13
bovine MsrA act,-4,-13,-3,0,-6,-1,-3,0
FAS TE block,40,-13,-7,-8,-17,36,8,-6
MLLE-PAM2 inh,-7,-17,-5,6,2,-2,0,-22
eLon inh,0,0,-3,2,-2,0,-14,3
MsrA inhibitor,1.6,-0.1,1.1,0.2,1.8,2.3,0.1,1.0
CSN deneddyl inh,-19,5,-2,1,2,3,-2,-9

49. CC1CCCC(C)N1/N=C/c1ccc(C(=O)O)cc1 (configuration not stated)
50. Cc1nn(Cc2ccccc2)c(Cl)c1C(=O)OC1CCOC1=O (configuration not stated)
51. COC(=O)CCCC1=CC2=C(c3ccccc3)C(=O)C(C)(OC(=O)C3CCCC3)C(=O)C2=CN1Cc1ccc(OC)cc1 (configuration not stated)
52. CC(C)C(c1nnnn1CCc1ccccc1)N1CCC(C(N)=O)CC1 (configuration not stated)
53. N#Cc1c(Nc2ccccc2C(F)(F)F)s[nH]c1=O
54. Cc1c[n+]([O-])ccc1[N+](=O)[O-]
55. FC(F)(F)c1cccc(NC(=S)Nc2ccc(Cl)c(Cl)c2)c1
56. CCNS(=O)(=O)c1ccc(NC(=O)Nc2cccc(C(F)(F)F)c2)cc1

screen / no.,49,50,51,52,53,54,55,56
Rpn11 block,i,i,i,i,i,i,+,i
Rin1-Abl PPI inh,-1,1,3,2,0,3,-1,-3
MT1-MMP act inh,5,0,-7,3,-3,2,1,1
bovine MsrA act,-1,-1,-3,-2,-2,1,-3,-5
FAS TE block,-4,-10,6,-4,-6,-8,46,29
MLLE-PAM2 inh,8,-5,18,0,-132,1,38,-1
eLon inh,9,-6,-15,-11,3,-3,8,2
MsrA inhibitor,0.9,-1.0,-0.2,0.6,0.2,1.9,-1.4,0.7
CSN deneddyl inh,-2,-1,6,-6,3,4,1,0

57. CCn1c(C)nc2cc(C(=O)OC)ccc21
58. COc1ccccc1/C=C/c1nc(C#N)c(N(C)C)o1
59. CCOC(=O)c1c(C)[nH]c(C(=O)C(C)Sc2ccc(Cl)cc2)c1C (configuration not stated)
60. COc1ccccc1N(CCOc1ccccc1)S(=O)(=O)c1ccccc1
61. CCOc1ccc(NC(=O)CN2C(=O)COc3ccc(S(=O)(=O)N4CCCCC4)cc32)cc1
62. CCN(CC)S(=O)(=O)c1ccc(OC)c(NC(=O)c2cc(C)on2)c1
63. CCOC(=O)C1=C(C)C(c2ccccc2)NC(=S)N1 (configuration not stated)

screen / no.,57,58,59,60,61,62,63
Rpn11 block,i,i,i,i,i,i,i
Rin1-Abl PPI inh,1,-3,1,0,-2,3,-2
MT1-MMP act inh,-5,-5,-11,3,3,0,-5
bovine MsrA act,-11,-1,-2,1,-2,-10,0
FAS TE block,-9,15,28,22,26,0,-5
MLLE-PAM2 inh,2,-4,13,5,1,-18,-124
eLon inh,-2,-10,-8,2,11,5,-1
MsrA inhibitor,1.4,1.7,-0.2,-0.1,-0.9,1.0,2.4
CSN deneddyl inh,2,-3,-1,-5,-2,-1,0
